Mtb BioA inh = inhibitors of Mycobacterium tuberculosis BioA enzyme. inhibition, % at 9.99 µM. 360,000 compounds, 0.096% hits. AID 602481. purified M. tuberculosis BioA enzyme, plate reader; in the data active = inhibition above about 40%
Active calls of the source: *. The list is partial; rates above refer to the full screens.

Compound | Mtb BioA inh
C[C@@H]1CN([C@@H](C)CO)C(=O)Cc2cc(NS(C)(=O)=O)ccc2O[C@H]1CN(C)Cc1ccc(Cl)c(Cl)c1 | 4.5
O=C(C1CCCC1)N1CCCCN2[C@H](C1)[C@@H](c1ccc(C#CC3CC3)cc1)[C@@H]2CO | 3.4
O=C(C[C@H]1CC[C@H]2[C@@H](COC[C@@H](O)CN2Cc2ccc3c(c2)OCO3)O1)N1CCOCC1 | -1.6
C/C=C/c1ccc2c(c1)O[C@H](CN(C)C(=O)c1cccc(F)c1)[C@H](C)CN([C@@H](C)CO)S2(=O)=O | 3.9
COc1ccc(NC(=O)N2C[C@H](O)COC[C@H]3O[C@H](CC(=O)NC4Cc5ccccc5C4)CC[C@@H]32)cc1 | -1.0
CCCNC(=O)N1C[C@H](C)[C@@H](OC)CN(C)C(=O)c2ccc(NS(=O)(=O)CC(F)(F)F)cc2OC[C@H]1C | 1.3
O=C(CN1CCOCC1)N1CCCCN2[C@@H](CO)[C@@H](c3ccc(C#Cc4ccccc4F)cc3)[C@@H]2C1 | 4.6
C[C@H](CO)N1C[C@H](C)[C@H](CN(C)C(=O)c2ccccc2)OCCCC[C@H](C)Oc2ccc(NC(=O)Nc3cccc4ccccc34)cc2C1=O | -2.5
C[C@H](O)C#Cc1ccc2c(c1)O[C@H](CN(C)Cc1ccccc1)[C@H](C)CN([C@H](C)CO)S2(=O)=O | 1.6
CCCNC(=O)C[C@@H]1CC[C@@H]2[C@@H](COc3ccc(NC(=O)CCC)cc3C(=O)N2C)O1 | -2.7
CO[C@H]1CC[C@H]2CCOc3ccc(C#N)cc3C(=O)N(C)[C@@H](C)C(=O)N(C)C[C@H]1O2 | -0.6
COc1ccc(CN(C)C[C@@H]2OCCCC[C@H](C)Oc3ccc(NC(=O)Nc4c(C)noc4C)cc3C(=O)N([C@H](C)CO)C[C@H]2C)cc1 | -2.3
C/C=C/c1cnc2c(c1)C(=O)N([C@@H](C)CO)C[C@@H](C)[C@@H](CN(C)S(=O)(=O)c1ccc(OC)cc1)O2 | -2.0
C[C@@H]1CCCCO[C@H](CN(C)C(=O)Nc2ccc(C(F)(F)F)cc2)[C@H](C)CN([C@@H](C)CO)C(=O)c2cc(NC(=O)C3CCCCC3)ccc2O1 | -2.3
C[C@@H]1CN([C@H](C)CO)C(=O)c2cc(NS(=O)(=O)c3ccc(Cl)cc3)ccc2O[C@@H](C)CCCCO[C@@H]1CN(C)Cc1ccc(C(F)(F)F)cc1 | 0.6
C[C@H](CO)N1C[C@H](C)[C@@H](CN(C)S(=O)(=O)c2cccs2)Oc2ccc(N(C)C)cc2CC1=O | -0.8
CCNC(=O)C[C@H]1CC[C@@H]2[C@H](COC[C@H](O)CN2C(=O)C2CC2)O1 | -3.5
CNC[C@@H]1Oc2ccc(NC(=O)Nc3ccc4c(c3)OCO4)cc2C(=O)N([C@H](C)CO)C[C@H]1C | -1.5
CN1C(=O)c2cc(NC(=O)C3CCOCC3)ccc2OC[C@@H]2O[C@H](CC(=O)NCCc3ccncc3)CC[C@@H]21 | -2.0
CO[C@@H]1CN(C)C(=O)c2ccc(NC(=O)C3CC3)cc2OC[C@H](C)N(C(=O)c2ccccc2F)C[C@H]1C | -0.4

Single entries from the results shown.
Mtb BioA inh result of O=C(C[C@H]1CC[C@H]2[C@@H](COC[C@@H](O)CN2Cc2ccc3c(c2)OCO3)O1)N1CCOCC1 is entered as -1.6
Mtb BioA inh result of COc1ccc(NC(=O)N2C[C@H](O)COC[C@H]3O[C@H](CC(=O)NC4Cc5ccccc5C4)CC[C@@H]32)cc1 is entered as -1.0

Next structures
Compound | Mtb BioA inh
CCCNC(=O)C[C@@H]1CC[C@H]2[C@H](COc3ccc(NC(=O)C4CCCC4)cc3C(=O)N2C)O1 | 1.4
CC(=O)N1[C@H](CO)[C@@H](c2ccc(-c3cccc(F)c3)cc2)[C@@H]1CNC(=O)C1CC1 | 3.4
COc1ccc(CN(C)C[C@@H]2Oc3ccc(NS(=O)(=O)c4cn(C)cn4)cc3C(=O)N([C@@H](C)CO)C[C@@H]2C)cc1 | 3.8
COC(=O)C[C@H]1C[C@@H]2c3cc(NC(=O)NC4CCCCC4)ccc3O[C@@H]2[C@H](CO)O1 | 0.6
C[C@@H]1CCCCO[C@@H](CN(C)Cc2ccc(Cl)c(Cl)c2)[C@@H](C)CN([C@H](C)CO)C(=O)c2cc(NC(=O)Cc3ccccc3)ccc2O1 | -1.2
O=C(C[C@@H]1CC[C@@H]2[C@H](COC[C@H](O)CN2Cc2nccs2)O1)N1CCC(Cc2ccccc2)CC1 | -0.4
CCCNC(=O)C[C@H]1CC[C@@H]2[C@@H](COc3ccc(NC(=O)c4cccc(C(F)(F)F)c4)cc3C(=O)N2C)O1 | 0.7
CNC[C@@H]1Oc2ccc(N)cc2C(=O)N([C@H](C)CO)C[C@H]1C | -0.9
CNC[C@@H]1Oc2ccc(NS(=O)(=O)c3cn(C)cn3)cc2CC(=O)N([C@H](C)CO)C[C@@H]1C | -0.2
COc1cccc(C#Cc2ccc3c(c2)O[C@H](CN(C)C(=O)c2ccccn2)[C@H](C)CN([C@@H](C)CO)S3(=O)=O)c1 | -3.9
C[C@@H]1CN([C@H](C)CO)C(=O)c2cc(NS(=O)(=O)c3cccs3)ccc2O[C@@H]1CN(C)C(=O)Nc1cccc2ccccc12 | -1.0
COc1ccc(S(=O)(=O)Nc2ccc3c(c2)C(=O)N([C@H](C)CO)C[C@H](C)[C@@H](CN(C)S(C)(=O)=O)OCCCC[C@@H](C)O3)cc1 | -0.8
C[C@H](CO)N1C[C@H](C)[C@@H](CN(C)C(=O)Nc2ccccc2)Oc2ccc(NS(=O)(=O)c3ccccc3)cc2CC1=O | -2.1
O=C(C[C@@H]1CC[C@H]2[C@@H](COC[C@H](O)CN2Cc2ccc3c(c2)OCO3)O1)Nc1ccc(-c2ccccc2)cc1 | -1.8
C[C@H]1CCCCO[C@H](CN(C)Cc2ccc3c(c2)OCO3)[C@@H](C)CN([C@@H](C)CO)C(=O)c2cc(NC(=O)Nc3cccc4ccccc34)ccc2O1 | -2.4
COC(=O)C[C@@H]1C[C@@H]2c3cc(NC(=O)CC4CC4)ccc3O[C@@H]2[C@@H](CO)O1 | -1.0
CO[C@@H]1CN(C)C(=O)c2ccc(NS(=O)(=O)c3ccc(Cl)cc3)cc2OC[C@H](C)N(C)C[C@H]1C | -0.6
C[C@H]1CN([C@@H](C)CO)C(=O)c2cccc(NC(=O)Nc3ccc4c(c3)OCO4)c2O[C@@H]1CN(C)C(=O)NC1CCCCC1 | -0.6
CC(C)NC(=O)Nc1ccc2c(c1)C(=O)N([C@H](C)CO)C[C@@H](C)[C@H](CN(C)C(=O)Nc1ccc(C(F)(F)F)cc1)OCCCC[C@@H](C)O2 | -1.5
CCCNC(=O)N(C)C[C@@H]1Oc2ncc(-c3ccccc3)cc2C(=O)N([C@@H](C)CO)C[C@H]1C | -2.5

A second format for some results above:
> C[C@H](CO)N1C[C@H](C)[C@@H](CN(C)C(=O)Nc2ccccc2)Oc2ccc(NS(=O)(=O)c3ccccc3)cc2CC1=O
  Mtb BioA inh: -2.1
> C/C=C/c1ccc2c(c1)O[C@H](CN(C)C(=O)c1cccc(F)c1)[C@H](C)CN([C@@H](C)CO)S2(=O)=O
  Mtb BioA inh: 3.9

Sorted by heavy-atom count (smallest number first): some entries from above
Compound | Mtb BioA inh
O=C(CN1CCOCC1)N1CCCCN2[C@@H](CO)[C@@H](c3ccc(C#Cc4ccccc4F)cc3)[C@@H]2C1 | 4.6
CN1C(=O)c2cc(NC(=O)C3CCOCC3)ccc2OC[C@@H]2O[C@H](CC(=O)NCCc3ccncc3)CC[C@@H]21 | -2.0
C[C@@H]1CN([C@H](C)CO)C(=O)c2cc(NS(=O)(=O)c3ccc(Cl)cc3)ccc2O[C@@H](C)CCCCO[C@@H]1CN(C)Cc1ccc(C(F)(F)F)cc1 | 0.6

New compounds follow
Compound | Mtb BioA inh
COCC(=O)Nc1ccc2c(c1)OC[C@H](C)N(Cc1ccccc1)C[C@@H](C)[C@@H](OC)CN(C)C2=O | 1.4
O=C(Nc1ccc(C(F)(F)F)cc1)N[C@H]1CC[C@@H](CCn2cc(C3(O)CCCC3)nn2)O[C@@H]1CO | -2.9
COc1cccc(S(=O)(=O)N(C)C[C@@H]2Oc3ncc(C#Cc4ccc(F)cc4)cc3C(=O)N([C@H](C)CO)C[C@@H]2C)c1 | -1.5
C[C@@H]1CN([C@H](C)CO)C(=O)c2cc(NS(=O)(=O)c3cccs3)ccc2O[C@@H]1CN(C)Cc1ccc2c(c1)OCO2 | 5.6
CNC(=O)C[C@@H]1CC[C@@H]2[C@H](COc3ccc(NC(=O)c4ccccc4F)cc3C(=O)N2C)O1 | -0.5
C[C@@H]1CCCCO[C@H](CN(C)C(=O)Cc2ccccc2)[C@@H](C)CN([C@H](C)CO)C(=O)c2cc(NC(=O)Nc3ccc4c(c3)OCO4)ccc2O1 | -2.1
Cc1ccc(S(=O)(=O)N(C)C[C@H]2Oc3ccc(NC(=O)C4CCCCC4)cc3CC(=O)N([C@@H](C)CO)C[C@H]2C)cc1 | 1.8
O=C(Nc1cccc(F)c1)N1CCCCN2[C@H](CO)[C@H](c3ccc(C#Cc4ccccc4)cc3)[C@H]2C1 | 0.4
Cc1noc(C)c1S(=O)(=O)Nc1ccc2c(c1)C(=O)N([C@H](C)CO)C[C@H](C)[C@@H](CN(C)S(=O)(=O)c1ccc(Cl)cc1)OCCCC[C@H](C)O2 | -0.4
Cc1noc(C)c1NC(=O)N(C)C[C@H]1Oc2ccc(NC(=O)Nc3ccc(F)cc3)cc2C(=O)N([C@@H](C)CO)C[C@H]1C | 13.1
C[C@H]1CN([C@@H](C)CO)C(=O)c2cccc(NC(=O)NC3CCCCC3)c2O[C@H]1CN(C)C(=O)Nc1cccc2ccccc12 | 4.4
CCC(=O)N1[C@@H](CO)[C@@H]2c3ccccc3N(S(=O)(=O)c3ccccc3C)C[C@@H]21 | -4.0
CCCNC(=O)[C@H]1[C@H](CO)[C@H]2Cn3c(cccc3=O)[C@@H]1N2CCC(F)(F)F | -1.0
C[C@@H]1CN([C@@H](C)CO)C(=O)c2cc(-c3cccc(F)c3)cnc2O[C@H]1CN(C)C(=O)Nc1cc(F)ccc1F | 9.4
C[C@@H]1CN([C@@H](C)CO)C(=O)c2cccc(NC(=O)C3CCCCC3)c2O[C@H]1CN(C)S(=O)(=O)c1ccccc1 | -2.6
C[C@@H]1CN([C@@H](C)CO)C(=O)c2cc(NC(=O)c3ccncc3)ccc2O[C@@H]1CN(C)C(=O)Nc1ccccc1 | 5.4
OC[C@@H]1[C@@H](c2ccc(C#Cc3cccnc3)cc2)[C@@H]2CN(Cc3ccccc3F)CCCCN12 | 8.7
N#C[C@@H]1[C@@H](c2ccc(C3=CCCC3)cc2)[C@@H](CO)N1C(=O)NC1CCCC1 | 6.4
O=C(Nc1cc(F)ccc1F)N1CCCCN2[C@@H](CO)[C@@H](c3ccc(-c4cccnc4)cc3)[C@@H]2C1 | 7.2
C[C@@H]1CCCCO[C@@H](CN(C)C(=O)C2CCCCC2)[C@H](C)CN([C@@H](C)CO)C(=O)c2cc(NC(=O)Nc3ccc(F)cc3)ccc2O1 | -1.9
CC(C)NC(=O)Nc1ccc2c(c1)C(=O)N([C@@H](C)CO)C[C@@H](C)[C@@H](CN(C)C(=O)CCCN(C)C)OCCCC[C@@H](C)O2 | -2.4
O=C(C[C@H]1C[C@@H]2c3cc(NC(=O)C4CCC4)ccc3O[C@@H]2[C@H](CO)O1)NCc1ccc2c(c1)OCO2 | -0.5
C[C@@H]1CN([C@H](C)CO)C(=O)c2cc(NS(=O)(=O)c3cccs3)ccc2O[C@H]1CN(C)C(=O)Nc1cccc2ccccc12 | -2.5
CCCC(=O)Nc1ccc2c(c1)C(=O)N(C)C[C@H](OC)[C@H](C)CN(C(=O)c1ccccn1)[C@@H](C)CO2 | 0.7
CO[C@H]1CN(C)C(=O)c2cc(NC(=O)NC3CCCCC3)ccc2OC[C@@H](C)N(C(C)=O)C[C@H]1C | 0.1
COCC(=O)N1CCCCN2[C@H](CO)[C@@H](c3ccc(-c4cccc(C)c4)cc3)[C@H]2C1 | 0.9
CCC(=O)N1[C@H](CN(C)C(C)=O)[C@@H](c2ccc(-c3ccc(F)cc3)cc2)[C@@H]1CO | -1.1
COCC(=O)N1C[C@H](C)[C@@H](OC)CN(C)C(=O)c2ccc(NC(=O)C3CCC3)cc2OC[C@H]1C | -1.8
C[C@@H]1CN([C@H](C)CO)S(=O)(=O)c2ccc(C#CC3(O)CCCC3)cc2O[C@H]1CN(C)C | -0.8
COc1ccccc1C#Cc1ccc2c(c1)O[C@@H](CN(C)C)[C@@H](C)CN([C@@H](C)CO)S2(=O)=O | -1.0
Cc1ccccc1-c1ccc([C@H]2[C@@H](CO)N3CCCCN(S(=O)(=O)c4ccc(F)cc4)C[C@H]23)cc1 | -1.8
CCC(=O)N(C)C[C@@H]1Oc2ncc(-c3cccc(OC)c3)cc2C(=O)N([C@@H](C)CO)C[C@@H]1C | -1.8
O=C(Nc1cc(F)ccc1F)N1CCCCN2[C@H](C1)[C@@H](c1ccc(-c3cccnc3)cc1)[C@@H]2CO | 9.6
COc1ccc(CN(C)C[C@H]2Oc3ccc(N(C)C)cc3CC(=O)N([C@@H](C)CO)C[C@@H]2C)cc1 | 0.6
CO[C@@H]1CN(C)C(=O)c2ccc(NS(C)(=O)=O)cc2OC[C@@H](C)N(C(=O)C2CCC2)C[C@@H]1C | -3.9
C[C@H](CO)N1C[C@H](C)[C@H](CN(C)Cc2ccncc2)Oc2ccc(NS(=O)(=O)c3ccc(F)cc3)cc2C1=O | 4.6
CC(C)C#Cc1ccc2c(c1)O[C@@H](CN(C)CC1CC1)[C@@H](C)CN([C@H](C)CO)S2(=O)=O | 3.3
C[C@@H]1CCCCO[C@H](CN(C)Cc2ccc(C(F)(F)F)cc2)[C@@H](C)CN([C@@H](C)CO)C(=O)c2cc(NS(C)(=O)=O)ccc2O1 | 1.3
COc1cccc(S(=O)(=O)N[C@@H]2C=C[C@@H](CC(=O)NCc3ccncc3)O[C@@H]2CO)c1 | 6.3
COc1cccc(CNC(=O)C[C@@H]2C=C[C@@H](NC(=O)C3CC3)[C@@H](CO)O2)c1 | -3.7

Screening data: PubChem BioAssay, Broad Institute
